Screening data: PubChem, National Center for Advancing Translational Sciences (NCATS)
12-LOX inh: Primary qHTS assay for inhibitors of human arachidonate 12S-lipoxygenase (ALOX12): Round 2; purified 12hLO, xylenol orange hydroperoxide absorbance; Potency, µM (doses to about 108 µM), for inactives: top-dose activity change, negative = inhibition, most hits filed as inhibitors; 1.1% of 580,000 active; also: % is scaled to controls: 0 for no effect and ±100 for the full control effect
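Purified human 12hLO at 150 nM in 25 mM Hepes, 0.01% Triton X-100, pH 7.0, preincubated 15 min at room temperature with compound. Reaction started with 40 uM arachidonic acid, 30 min at room temperature. Hydroperoxide measured by Fe-xylenol orange, 573/405 nm absorbance ratio.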
Pin1 inhibitor: qHTS Assay to Find Inhibitors of Pin1 | Peptidyl-prolyl cis-trans isomerase NIMA-interacting 1 (Homo sapiens), Q13526 | Pin1 FP peptide displacement, HiFluor488, 10 min | Potency, µM (doses to about 115 µM), without a hit: at the highest dose activity, negative = inhibition, usual class: inhibitors | 0.009% of 390,000 active | AID 504891, 2011; active = well fitted inhibition curve with a large enough effect in the polarisation, with a control signal flat, not every such curve was filed as active; inconclusive = small, poorly fitted or top-dose-only effect, or effect the other way, or a change in a side signal; inactive = no such curve, though single readings can be large or run the other way; the % refers to the polarisation; also: % is scaled to controls: 0 for no effect and ±100 for the full control effect
Target sequence (Q13526 whole entry, looked up): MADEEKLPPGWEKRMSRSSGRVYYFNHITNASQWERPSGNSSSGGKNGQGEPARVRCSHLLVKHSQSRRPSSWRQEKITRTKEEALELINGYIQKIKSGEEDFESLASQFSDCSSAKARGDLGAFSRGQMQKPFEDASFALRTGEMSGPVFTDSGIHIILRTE
GLS inh: qHTS for Inhibitors of Glutaminase (GLS); 0.21% of 410,000 active; GLS enzymatic activity, qHTS titration; Potency, µM (highest dose often 45.5 µM), without a hit: at the highest dose activity change, negative = inhibition, usual class: inhibitors; AID 624170, 2012; also: % is scaled to controls: 0 for no effect and ±100 for the full control effect
Target sequence (O94925 whole entry, looked up): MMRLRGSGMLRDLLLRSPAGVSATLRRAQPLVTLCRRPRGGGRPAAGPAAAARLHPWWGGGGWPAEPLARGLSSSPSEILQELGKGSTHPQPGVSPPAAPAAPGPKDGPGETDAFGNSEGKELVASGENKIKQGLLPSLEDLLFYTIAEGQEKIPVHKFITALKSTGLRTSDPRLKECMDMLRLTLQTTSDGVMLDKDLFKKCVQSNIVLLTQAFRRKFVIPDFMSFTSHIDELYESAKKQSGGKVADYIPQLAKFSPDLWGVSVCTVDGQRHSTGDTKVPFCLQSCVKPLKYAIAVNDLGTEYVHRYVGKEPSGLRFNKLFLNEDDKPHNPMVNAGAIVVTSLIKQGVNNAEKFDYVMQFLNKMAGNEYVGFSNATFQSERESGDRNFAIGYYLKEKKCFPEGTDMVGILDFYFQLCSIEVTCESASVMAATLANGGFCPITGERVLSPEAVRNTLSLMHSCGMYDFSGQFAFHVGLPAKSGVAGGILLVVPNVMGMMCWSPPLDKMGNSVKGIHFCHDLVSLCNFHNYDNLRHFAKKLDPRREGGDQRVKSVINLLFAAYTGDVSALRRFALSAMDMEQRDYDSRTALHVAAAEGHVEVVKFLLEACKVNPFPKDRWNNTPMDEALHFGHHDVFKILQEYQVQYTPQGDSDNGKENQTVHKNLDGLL
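Coupled fluorescence readout: glutamate oxidase/HRP/Amplex Red detect glutamate formed by hKGA from L-glutamine (1 mM solution added). Buffer 45 mM KH2PO4 pH 8.2, 0.02% Tween-20; reads at t0 and 30 min RT.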
RGS4 inhibitor: Inhibitors of Regulator of G Protein Signaling (RGS) 4: qHTS; Regulator of G-protein signaling 4 (Homo sapiens), P49798; Transcreener GDP fluorescence polarization, RGS4-accelerated GTP hydrolysis; Potency, µM (titrated, usually from 114 µM), without a hit: at the highest dose activity change, negative = inhibition, hits mostly inhibitors; 0.039% of 390,000 active; AID 504845, 2011; also: % is scaled to controls: 0 for no effect and ±100 for the full control effect; nearly all actives have a fitted effect of over 75% in size; some results filed as inactive show a strong effect at the top dose
Target sequence (P49798 whole entry, looked up): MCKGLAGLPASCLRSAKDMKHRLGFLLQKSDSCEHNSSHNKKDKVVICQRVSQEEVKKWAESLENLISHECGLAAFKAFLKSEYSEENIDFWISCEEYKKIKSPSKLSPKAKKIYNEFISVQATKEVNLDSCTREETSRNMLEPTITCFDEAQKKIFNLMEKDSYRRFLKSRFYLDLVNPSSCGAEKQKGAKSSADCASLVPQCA
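MLSMR compounds (23 nl, pin-transferred) preincubated 10 min at room temperature with a 500nM (2x) first reagent, then RGS4 at 900nM (2x) plus Transcreener GDP mix added; fluorescence polarization (620/688 nm) read before and after 90 min at 30 °C.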
PGK inhibitor: qHTS Assay to Find Inhibitors of Phosphoglycerate Kinase | Phosphoglycerate kinase, glycosomal (Trypanosoma brucei brucei), P07378 | PGK/GAPDH coupled, Kinase-Glo luminescence, 60 min | Potency, µM (top dose mostly 57.5 µM), for the others: top-dose activity change, negative = inhibition, hits mostly inhibitors | 0.043% of 380,000 active | AID 602233, 2012; also: % is scaled to controls: 0 for no effect and ±100 for the full control effect; nearly all actives have a fitted effect of over 60% in size
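Recombinant glycosomal PGK reaction used 1,3-bisphosphoglycerate generated in-well by GAPDH (100nM final) in 100mM TEA pH 7.6, 5mM MgCl2, 0.01% Tween-20. After 60 minutes at room temperature, ATP was read by Kinase-Glo Plus luminescence end-point.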
JMJD2A Tudor inh: qHTS Assay for Inhibitors of JMJD2A-Tudor Domain; Potency, µM (top dose mostly 114 µM), without a hit: top-dose activity change, negative = inhibition, usual class: inhibitors; 4.4% of 390,000 active; AlphaScreen JMJD2A-Tudor / H3K4me3 peptide binding; Lysine-specific demethylase 4A (Homo sapiens), O75164; also: % is scaled to controls: 0 for no effect and ±100 for the full control effect; nearly all actives have a fitted effect of over 50% in size
ERG-DNA inh: qHTS for Small Molecule Inhibitors of the ERG Ets/DNA interaction; Transcriptional regulator ERG (Homo sapiens), P11308; fluorescence polarization, His-ERG Ets domain / labelled DNA; Potency, µM (highest dose often 76.9 µM), for inactives: at the top dose FP activity, negative = inhibition, hits mostly inhibitors; 0.028% of 370,000 active; AID 624246, 2012; active = well fitted inhibition curve with a large enough effect in the polarisation, with a control signal flat; inconclusive = small, poorly fitted or top-dose-only effect, or effect the other way, or a change in a side signal; inactive = no such curve, though single readings can be large or run the other way; the % refers to the polarisation;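 also: polarization taken with two DNA probes labelled with fluorescein and Texas red; % of control where 0% means no effect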
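His-tagged ERG Ets domain (1 uM in the protein solution; 300mM KCl, 50mM Tris-HCl, 1mM EDTA, 1mM DTT, pH 7.5) received compound, then a probe mix of 5 nM fluorescein-DNA and 100nM Texas-615-DNA. Fluorescence polarization was read for both dyes.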
HP1b binding inh: HTS for Inhibitors of HP1-beta Chromodomain Interactions with Methylated Histone Tails; Chromobox protein homolog 1 (Homo sapiens), P83916; AlphaScreen HP1-beta / biotin-H3K9me3 peptide binding; Potency, µM (titrated, usually from 114 µM), inactives show at the highest dose activity change, negative = inhibition, usual class: inhibitors; 0.56% of 390,000 active; also: nearly all actives have a fitted effect of over 70% in size; inactives centre near 23
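AlphaScreen: HP1-beta (50 nM) preformed 30 min with biotin-H3(1-18)K9me3 peptide (50 nM) in PBS pH 7.4, 0.01% Tween-20. Compound added for 30 min at RT, then streptavidin donor/nickel chelate acceptor beads (10 ug/mL) for 30 min.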
rTrxR1 inhibitor: qHTS Assay for Inhibitors of Mammalian Selenoprotein Thioredoxin Reductase 1 (TrxR1): qHTS | Potency, µM (highest dose often 114 µM), without a hit: at the highest dose activity change, negative = inhibition, usual class: inhibitors | recombinant rTrxR1, NADPH fluorescence consumption, selenite substrate | 1% of 390,000 active | Thioredoxin reductase 1, cytoplasmic (Rattus norvegicus), O89049; also: % is scaled to controls: 0 for no effect and ±100 for the full control effect; nearly all actives have a fitted effect of over 65% in size
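Rat TrxR1 (90 nM in the dispensed reagent) was pre-reduced with 400 uM NADPH for 5 min at room temperature, then incubated with compound for 15 min. After 400 uM selenite was added, NADPH fluorescence (Ex 340/Em 450 nm) was followed for 8 min.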
* = called active by the depositor; i = inactive; u = inconclusive; x = no result given; & = joins results of further samples; [ ] = remark or other dose. Unless noted, calls follow the shape of the dose curve; as a rule, active = well fitted curve in the direction sought with a large enough effect; inconclusive = small, poorly fitted or top-dose-only effect, or another doubt; inactive = no such curve, though single readings can be large; an effect the other way counts as inactive or inconclusive. Potency is read from the fitted curve at half-maximal effect. A portion of the library; count on the stated rates, not on these rows.

SMILES | 12-LOX inh | Pin1 inhibitor | GLS inh | RGS4 inhibitor | PGK inhibitor | JMJD2A Tudor inh | ERG-DNA inh | HP1b binding inh | rTrxR1 inhibitor
CCOC(=O)c1ccccc1NS(=O)(=O)c1ccc(S(=O)(=O)N2CCCC2)cc1 | 0%[57.4 µM] | 17% | 1% | -21% | -9% | -7% | x | 30% | 42%[activator]
C#CCNC(=O)C1=C[C@@H](C(C)(C)C)C[C@@H](OCc2ccc(CO)cc2)O1 | u | -5% | -9% | -7% | -4% | -4% | -5% | 9% | -4%
O=C(Nc1cccc(-c2nnc(-c3ccccc3)o2)c1)C1CCCCC1 | -1% | 2% | -10% | 5% | -2% | -5% | -4% | 23% | 17%
O=C(NCCNCc1cccs1)c1ccccc1F | -18% | 5% | -12% | 9% | -1% | 3.5µM* | 0% | u | 0%[57.1 µM]
Cc1nc(CNC(=O)CC2C(=O)NCCN2Cc2cccc(Oc3ccccc3)c2)cs1 (stereo unspecified) | -14% | -9% | 2% | -2% | 1% | -32% | -1% | 27% | -14%
CCn1cc(C(=O)N[C@@H](C)C(=O)NCCCO)c(=O)c2cc3c(cc21)OCO3 | 0% | -1% | 10% | 2% | -2% | -8% | -5% | 13% | 2%[57.1 µM]
COC(=O)c1c(NC(=O)C(=O)N2CCCC2)sc2c1CC(C)(C)OC2 | 3% | -1% | 0% | 1%[11.4 µM] | -3% | -5% | -3% | 65%[activator] | 4%
Cc1cccc(N2CCN(c3nc(C)cc(C)c3C#N)CC2C)c1 (stereo unspecified) | 0% | 3% | 5% | -2% | -10% | -22% | 3% | 45%[activator] | 3%
Cc1ccc(-c2nc3cccnc3s2)cc1NS(=O)(=O)c1cccs1 | 27% | 14% | 0% | 9% | -2% | -17% | 11% | 18% | 6%[57.1 µM]
CN(C)c1nc(-c2ccccc2)c2cc(Cl)ccc2n1 | 1% | 3% | -8% | 10% | -2% | 5% | -16% | 30% | 22%
Cc1ccnc(SCC(=O)c2cccs2)n1 | -7% | 6% | 5% | -10% | -3% | -8% | 1% | 35% | -16%
COc1cccc(N2C(=O)N(CC(=O)NCc3cccc(OC)c3OC)c3ccccc3S2(=O)=O)c1 | -18% | 0% | 5% | -8% | -7% | -5% | -1% | 47%[activator] | -4%[57.1 µM]
CCOCC(=O)Nc1nc2c(s1)C(=O)CC(C)(C)C2 | u | 0% | 0% | 10% | 0% | -4% | -2% | 41%[activator] | -3%
Cc1cccc(NC(=O)C2CCN(S(=O)(=O)c3cccc4nsnc34)CC2)n1 | 38%[activator][57.4 µM] | -10% | -4% | 24% | -3% | -10% | -3% | 1% | 0%
O=C(O)C(=O)/C(=C\c1ccsc1)c1ccc2ccccc2n1 | u | 16% | 15% | -5% | -1% | 89µM* | 1% | 5% | -19%
CCOc1[nH]n(-c2ccc(Cl)cc2)c(=O)c1C=NCC(=O)OC | 6% | 0% | -13% | -12% | i | -20% | 5% | 25% | 11%
CC(=O)Nc1ccc(NS(=O)(=O)c2c(C)nc3sccn3c2=O)cc1 | -28% | -6% | 64%[activator] | -5% | -5% | 7% | -2% | 55%[activator] | -1%
Cc1ccc(NC(=O)c2oc3ccc(S(=O)(=O)N4CCC5(CC4)OCCO5)cc3c2C)c(C)c1 | u | 6% | -5% | 12% | -2% | -2% | -1% | 30% | 17%[57.1 µM]
Cc1ccc(OCCCN2CCOCC2)cc1 | 33% | -8% | 5% | 11% | -3% | 10µM* | 9% | u | 9%
O=C(Nc1ccc(Br)cc1F)C1CCCO1 (stereo unspecified) | -4% | -3% | 0% | 3%[56.9 µM] | -10% | 2%[57.1 µM] | 0% | 63%[activator] | 5%
CN1CCN(c2ccc(S(=O)(=O)N3CCOCC3)cc2NC(=O)CSCc2ccccc2)CC1 | 2% | 2% | 7% | 5% | -2% | -20% | 9% | 12% | 7%
O=C1CC2(CCN(S(=O)(=O)c3ccccc3F)CC2)Oc2ccccc21 | 10% | -5% | -4% | 19% | i | -14% | -10% | 22% | -5%
COc1ccc(C(=O)NC2CCSc3ccccc32)cc1F (stereo unspecified) | u | -3% | -2% | 3% | -10% | -4% | 4% | 13% | 19%
COc1cc(C(=O)OC(C)CN2CCOCC2)cc(OC)c1OC (stereo unspecified) | 47%&0% | 0%&7% | -1%&2% | -21%&15% | 4% | -3%&-7% | -8%&-15% | 40%&48%[activator] | 3%
Cc1cc(NC(=O)CCC(=O)N(Cc2ccco2)C(C(=O)NC2CCCC2)c2ccccc2)no1 (stereo unspecified) | 19% | -3% | -7% | 15% | i | -20% | 9% | -9% | 30%
CS(=O)(=O)c1ccc(Cl)c(NC(=O)CN2CCCC2c2ccc3c(c2)OCCCO3)c1 (stereo unspecified) | 19% | 4% | 5% | -6% | -10% | -22% | 0% | 33% | 8%
CCn1c(=O)c(C(=O)NCc2ccc(OC)c(OC)c2)c(O)c2ccccc21 | -9% | -7% | 3% | 37% | 5% | -4% | -7% | 51%[activator] | 11%
N#C/C(C(=O)N1CCOCC1)=C1/SC(Cc2ccccc2)C(=O)N1c1ccccc1 (stereo unspecified) | 0% | 2% | 12% | -9% | 11% | -12% | -4% | 18% | 8%[57.1 µM]
CCCc1cc(C(=O)Nc2cccc(Cl)c2)no1 | -2% | 5% | -19% | 0% | -15% | 56%[activator] | 22% | 116%[activator] | 8%[57.1 µM]
Cc1ccc(C2C3C(=O)N(c4ccc(C)cc4)C(=O)C3N3CCCN23)cc1 (stereo unspecified) | u | -3% | 24% | -20% | -10% | 1% | -19% | 43%[activator] | 21%
Cc1ccc(C(=O)NNC2=NCCC2)cc1 | 11% | -6% | 14% | 24% | x | -13% | x | 17% | 18%
COc1ccccc1NC(=O)COc1ccc(C(=O)NCc2ccccc2)cc1OC | 2% | 9% | -6% | -9% | -4% | -12% | 0% | 53%[activator] | 12%
O=C1CN(C(=O)COC(=O)COc2ccccc2)c2ccccc2N1 | 151%[activator] | -4% | 0% | 11% | 3% | -2% | 8% | 31% | 30%
O=C(Nc1ccn(Cc2ccccc2)n1)c1ccc2c(c1)OCO2 | 0% | -1% | -1% | -2% | -2% | -14% | 10% | 29% | 13%
CCS(=O)(=O)Nc1ccc(-c2nnc(SCC(=O)c3ccc(NC(C)=O)c(OC)c3)o2)cc1 | -22% | 2% | -6% | -41% | -11% | 3% | 18% | 42%[activator] | -5%
CN(c1ccc(C(=O)NCCC2=CCCCC2)cc1)S(C)(=O)=O | -1% | -7% | 1% | 9%[11.4 µM] | -4% | -14%[57.1 µM] | 2% | 44%[activator] | 5%[57.1 µM]
Cc1nc2c3c(sc2c(=O)[nH]1)NC(=O)CC3c1ccccc1Cl (stereo unspecified) | 3% | -6% | -1% | -31% | -2% | -20% | -3% | 3%[57 µM] | 13%
COc1cccc(NC(=O)c2ccc(CNS(=O)(=O)c3ccc4c(c3)C(C)(C)C(=O)N4C)cc2)c1 | -41% | u | 1% | 15% | -2% | 7% | 0% | 36% | 9%
CN(Cc1ccccc1)S(=O)(=O)c1ccc(OCC(=O)NCc2ccccn2)cc1 | -2% | 0% | -2% | 1% | i | -9% | 9% | 26% | 13%
Cc1nn(-c2ccccc2)c(Cl)c1/C=N\NC(=O)c1cncc(Br)c1 | 2% | 5% | 1% | 6% | -3% | -24% | -2% | 20% | -4%
Nc1nc(C(F)(F)F)cc(=O)n1N | 4% | -5% | 0% | -11% | 1% | 0% | 0% | 18% | -5%
CCCNC(=O)NC(=O)CSc1nc(C)cs1 | -18% | -4% | 3% | 17% | -1% | -10% | 8% | 15% | 8%[57.1 µM]
Cc1cccc(C2Nc3cccc4cccc(c34)N2)c1 | u | -4% | 22% | -14% | -1% | u | -2% | u | u
CCOC(=O)N1CCN(C(=O)c2cn(CC)c3ccc(S(=O)(=O)N4CCCCC4)cc3c2=O)CC1 | -19% | 2% | 0% | 32% | -2% | 1% | -6% | 26% | 6%
Cc1cc(-c2ccc(S(=O)(=O)Nc3ccc(Cl)cc3)cc2)on1 | u | 0% | 5% | 21% | 3% | 4% | 1% | 21% | 28%[57.1 µM]
COc1ccc(Nc2ccccc2N)cc1 | u | u | 10µM* | -32% | -7% | 45µM* | -13% | u | 2%[57.1 µM]
